Pf apPOL inh: Pf-apPOL DNA polymerase inhibition. hit rate 0.25% among 210,000. Recombinant Pf-apPOL, molecular beacon fluorescence, 1.5 h. inhibition, % at 10 µM
mHTT CaM bind: disrupts binding of mutant huntingtin to calmodulin. P42858. AID 1671202. AlphaScreen His-mHTT/GST-CaM binding, luminescence. hit rate 3.6% among 190,000. inhibition, % at 15 µM;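 note: 0% = both proteins with DMSO and 100% = one protein alone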
Numbers without * were called inactive; . = no result given; & = joins results of further samples. Cut-off read from the data, not from the text of the source: active = inhibition above about 50%; inactive = the rest.

The opening 5 entries as a preview:
The line under a structure holds: Pf apPOL inh	mHTT CaM bind
> CCC1C(=NO)C(CC)C(c2ccccc2)NC1c1ccccc1 (stereo not given)
    2	44
> O=C(CC1CCN(S(=O)(=O)c2cccs2)CC1)NCc1ccccc1F
    1	-4
> Nc1ccc2nn(-c3cccc(Cl)c3)nc2c1
    -4	-8
> O=C(Nc1c(C(=O)Nc2ccccc2)cnn1-c1ccccc1)c1cccs1
    -6	22
> Cc1ccc2c(c1)/C(=C/c1ccc(Cl)cc1Cl)C(=O)N2
    5	40

Main list (from the top)
The line under a structure holds: Pf apPOL inh	mHTT CaM bind
> CCC1C(=NO)C(CC)C(c2ccccc2)NC1c1ccccc1 (stereo not given)
    2	44
> O=C(CC1CCN(S(=O)(=O)c2cccs2)CC1)NCc1ccccc1F
    1	-4
> Nc1ccc2nn(-c3cccc(Cl)c3)nc2c1
    -4	-8
> O=C(Nc1c(C(=O)Nc2ccccc2)cnn1-c1ccccc1)c1cccs1
    -6	22
> Cc1ccc2c(c1)/C(=C/c1ccc(Cl)cc1Cl)C(=O)N2
    5	40
> CCN(CC)c1ccc(C=Cc2cc(=O)cc(C)o2)cc1
    -22	-38
> COc1cccc(C(=O)N2CCCCC2CCN2CCCC2)c1 (stereo not given)
    -10	-3
> CC1CCN(c2nnc(C(=O)Nc3cccnc3)c3ccccc23)CC1
    0	7
> O=C(C1CCCCC1)N1CCCC2(CC(c3ccc(Cl)cc3)=CO2)C1 (stereo not given)
    0	0
> CCCc1cc(C2CCCN2C(=O)Nc2cc(C)ccc2C)no1 (stereo not given)
    -7	-1
> O=C(O)c1ccc(S(=O)(=O)NCc2ccccn2)cc1
    -1	-6
> O=C(Nc1cccc(Cl)c1)C1CCCN(c2ncc(-c3ccccc3)cn2)C1 (stereo not given)
    -1	-10
> CC1CCc2c(sc3nc(-c4ccco4)oc(=O)c23)C1 (stereo not given)
    .	-9
> Cc1ccc(C)c(NC(=O)CSC2=NN3CCCC(=O)N=C3S2)c1
    -3	3
> CCOc1ccc(N2C(=O)C3C(c4ccccc4)OC4(C(=O)c5ccccc5C4=O)C3C2=O)cc1 (stereo not given)
    -10	5
> CCn1cnnc1C1CCCN(C(=O)c2ccc3ncccc3c2)C1 (stereo not given)
    6	-1
> FC(F)(F)Oc1ccc(SCc2c(Cl)cccc2Cl)cc1
    -4	.
> COc1ccccc1N=c1oc2ccccc2cc1C(=O)Nc1ccccc1
    1	31
> CCCn1cnc2c1c(=O)n(CC(C)C)c(=O)n2-c1ccc(Cl)cc1
    -1	-1
> O=C(COc1ccc(Br)cc1Cl)NCc1ccccn1
    4	-6
> CCCC(=O)Nc1ccc2c(c1)CC(C(=O)NCc1ccccc1C)CO2 (stereo not given)
    -2	-9
> COc1cc(C(=O)Nc2ccc3oc(-c4ccc(C(C)C)cc4)cc(=O)c3c2)cc(OC)c1OC
    1	0
> Cc1ccc(N2C(=O)c3ccccc3NC2c2ccc3c(c2)OCO3)cc1 (stereo not given)
    -4	1
> NC(=O)Cn1c(=O)n(CCC(=O)NCc2ccc3c(c2)OCO3)c(=O)c2ccccc21
    2	0
> CSc1sc(C(=O)Nc2cccc(C(F)(F)F)c2)cc1C#N
    -9	.
> Cn1cnc(S(=O)(=O)N=S(C)(=O)c2ccc(Cl)cc2)c1 (stereo not given)
    -3	.
> OC(C#CC(O)(c1ccccc1)c1ccccc1)c1cccnc1 (stereo not given)
    -15	-6
> CCc1ccccc1NC(=O)C1CCCN(c2nccnc2Oc2ccc(C)cc2)C1 (stereo not given)
    -5	-10
> CCC(=O)Nc1cc(C(=O)NCC2CCCN2CC)c(OC)cc1N(C)C (stereo not given)
    -2	26
> C#CCNC(=O)c1cc(-c2cccc(OC)c2)nn1C
    -7	-2

6 compounds drawn at random from the list so far, as already listed:
The line under a structure holds: Pf apPOL inh	mHTT CaM bind
> CC1CCc2c(sc3nc(-c4ccco4)oc(=O)c23)C1 (stereo not given)
    .	-9
> O=C(C1CCCCC1)N1CCCC2(CC(c3ccc(Cl)cc3)=CO2)C1 (stereo not given)
    0	0
> Nc1ccc2nn(-c3cccc(Cl)c3)nc2c1
    -4	-8
> CC1CCN(c2nnc(C(=O)Nc3cccnc3)c3ccccc23)CC1
    0	7
> CCn1cnnc1C1CCCN(C(=O)c2ccc3ncccc3c2)C1 (stereo not given)
    6	-1
> CCOc1ccc(N2C(=O)C3C(c4ccccc4)OC4(C(=O)c5ccccc5C4=O)C3C2=O)cc1 (stereo not given)
    -10	5

(listing goes on)
The line under a structure holds: Pf apPOL inh	mHTT CaM bind
> O=C(N=C1SCC(=O)N1c1ccccc1Cl)c1ccccc1
    -8	2
> O=C(c1ccccc1)N1CCN(C(=O)c2nnn3c2COC(c2ccccc2)C3)CC1 (stereo not given)
    -4	7
> COCCCN1CCn2c(nc3ccccc32)C1
    3	-4
> O=C(c1ccc(OCC2CCCN2C(=O)c2ccc(F)cc2F)cc1)N1CCOCC1 (stereo not given)
    -5	4
> COc1ccc(OC)c2[nH]c(=O)c(CCNC(=O)c3cccc(C(F)(F)F)c3)cc12
    -4	12
> CC(C)(C)c1ccc(C(=O)n2cc(Cl)cn2)cc1
    -4	-7
> O=C(c1ccccc1)c1coc2ccc(O)cc12
    -1	0
> C=CCN(CC=C)CC(O)CN1C(=O)NC(C)(C)C1=O (stereo not given)
    -4	4
> CC1CN(C(=O)c2ccco2)CCN1C(=O)c1ccco1 (stereo not given)
    -1	0
> CC1CCN(c2nn(CC(=O)NC3CCc4ccccc43)c(=O)c3ccccc23)CC1 (stereo not given)
    4	0
> COc1cc(SC)ccc1C(=O)Nc1cc(C(C)C)c(O)cc1C
    -3	-6
> CN(C)c1ccc(CCCNS(=O)(=O)Cc2cccc(Cl)c2)cc1
    -27	43
> CC(=O)N1CC(C(=O)NCCC(C)C)C(c2ccc(F)cc2)C1 (stereo not given)
    -2	-4
> O=[N+]([O-])c1ccccc1/C=C/CN1CCN(c2ccccc2)CC1
    -2	33
> COc1ccc(OC)c(NC(=O)N2CCCC2c2cccc(C)c2)c1 (stereo not given)
    2	20
> CCCN1C(=O)c2cccnc2Sc2cc(C(=O)N3CCCCC3)ccc21
    2	10
> CCOc1ccc(S(=O)(=O)N(CC(=O)Nc2ccc3c(c2)OCO3)c2ccccc2)cc1
    1	-2
> O=C(NCc1cccnc1-c1ccc(F)cc1)c1cc(F)cc(F)c1
    -2	-15
> CC(c1ccccc1)N1C(=O)C2C3C=CC(C4CC34)C2C1=O (stereo not given)
    -6	-8
> COc1ccc(C(=O)Nc2nnc(-c3ccccc3)s2)cc1
    -5	-6
> Cn1nc(-c2nc(-c3ccccc3)no2)c2c1CCN(C(=O)c1ccc(Cl)s1)C2
    -1	18
> COc1cc(N=Cc2cccc([N+](=O)[O-])c2)c(OC)cc1Cl
    -7	3
> CCOc1ccc(NC(=O)C2CC(=O)N(c3ccc(C(C)C)cc3)C2)cc1 (stereo not given)
    0	-1
> O=C1OC(c2cccc(I)c2)=N/C1=C\c1cccc(F)c1
    -3	8
> CCOc1ccc(Cn2ccnc2)cc1[N+](=O)[O-]
    2	-4
> CN1CCN(Cc2c(O)ccc3c2OC(=Cc2ccccc2)C3=O)CC1
    -10	7
> N#Cc1c(F)cccc1NCCc1ccc(Cl)cc1
    -2	.
> CN(Cc1cn(Cc2ccc(C(F)(F)F)cc2)nn1)C1CN(Cc2cn(Cc3ccc(C(F)(F)F)cc3)nn2)S(=O)(=O)C1 (stereo not given)
    -12	11
> CC1(C)CC(NC(=O)N2c3ccccc3Sc3ccccc32)CC(C)(C)N1
    15	4
> Cc1ccc(NC(=O)C2C3C=CC(C3)C2C(=O)O)c(Br)c1 (stereo not given)
    0	4

Later entries.
The line under a structure holds: Pf apPOL inh	mHTT CaM bind
> O=C(CSc1nc2c(c(=O)n1-c1ccccc1)SCC2)Nc1nccs1
    -4	-5
> O=C(c1cc(-c2ccccc2)n[nH]1)N1CCc2c(nc(-c3ccccc3)[nH]c2=O)C1
    -8	26
> Clc1cc(Br)ccc1OCCCn1ccnc1
    -3	3
> CCCN1CC=C2C(C#N)=C(N)C(C#N)(C#N)C(c3ccccc3Cl)C2C1 (stereo not given)
    -2	38
> Cc1ccc(CN2CCC(OCc3nc(-c4ccncc4)no3)CC2)o1
    -2	7
> O=C(CNS(=O)(=O)c1ccc(Br)s1)NC1CCCCCC1
    -6	2
> O=C(Nc1ccc(S(=O)(=O)Nc2ccccc2)cc1)c1ccc([N+](=O)[O-])cc1
    0	-7
> COc1ccc(Cl)cc1C(=O)N(Cc1ccccn1)Cc1ccco1
    -5	-8
> CC12CN3CC(C)(CN(C1)C3c1cc(Br)ccc1O)C2O (stereo not given)
    -3	5
> CCOc1ccccc1N1CCN(Cc2ccoc2)CC1
    -11	0
> O=C(Cn1c(=O)oc2ccccc21)NCCCOc1cccc2cccnc12
    -3	-11
> CCOc1ccc(NC(=O)c2ccc(Br)c(S(=O)(=O)N3CCCC3)c2)cc1
    -4	0
> COc1cc(OC)cc(C(=O)NC23CC4CC(CC(C4)C2)C3)c1
    -3	-2
> O=C1OCc2ccc([N+](=O)[O-])cc21
    -7	.
> O=C(N1CCC(CSCc2ccco2)CC1)C12CC3CC(CC(C3)C1)C2
    -1	3
> O=C(NCc1ccc(F)cc1)N1CCc2nc3cc[nH]n3c(=O)c2C1
    -3	-3
> O=C(c1ccccc1)c1ccc(N2CCN(C(=O)c3cccc(F)c3)CC2)c(F)c1
    -1	-18
> CCC(=O)NCc1nc2c(n1C)CN(C(=O)Cc1cccc(C)c1)CC2
    -2	2
> Cc1cccc(-c2nc(C3CCN(C(=O)Cc4ccc(F)cc4)CC3)no2)c1
    -1	21
> O=C(Nc1ccc2c(c1)OCCO2)c1ccc(F)cc1
    -10&-3	-9
> O=C(Nc1ccc(Br)cc1F)C1CCCN(C(=O)c2ccccc2F)C1 (stereo not given)
    1	32
> COc1ccccc1C1=N/C(=C\c2cccc([N+](=O)[O-])c2)C(=O)O1
    -3	-3
> O=C(NC1CC1)c1ccccc1OCC1CCN(C(=O)c2ccccc2F)CC1
    3	0
> Cn1c(CNC(=O)C2CCC2)nc2c1CN(C(=O)c1ccc(F)cc1)CC2
    -5	3
> CC1(C)S[C@@H]2[C@H](NC(=O)COc3ccccc3)C(=O)N2[C@H]1C(=O)OCC1CCCCC1
    -2	7
> Cc1cccc(NC(=O)c2cc(S(=O)(=O)NC3CCCCC3)ccc2F)c1C
    0	0
> O=C(CSc1nc2ccccc2c(=O)n1-c1cccc(Cl)c1)NC1CCCCC1
    1	-1
> Fc1cccc(F)c1CN1CCN(C/C=C/c2ccccc2)CC1
    -1	6
> O=C(CN1CCCC1)N1N=C(c2ccccc2)CC1c1ccc2c(c1)OCO2 (stereo not given)
    4	99*
> CC(C)C[C@H]1COc2cccc(N3CCCCC3)c2S(=O)(=O)N1
    -2&-3	-8&-6

Further structures.
The line under a structure holds: Pf apPOL inh	mHTT CaM bind
> CC1CC(C)CN(S(=O)(=O)N2CCCC(C(=O)NCCc3ccc(Cl)cc3)C2)C1 (stereo not given)
    -11	13
> O=C(NCc1ccc(C(F)(F)F)cc1)C1CCN(c2cncnc2N2CCCC2)CC1
    4	83*
> COc1ccc(C(=O)NCC2(O)CCCC2)cc1
    -3	-4
> O=C(Cc1ccccc1Cl)NCCn1cnc(-c2ccccc2)cc1=O
    -9	-12
> O=S(=O)(NCCc1ccccc1)c1cc(Cl)ccc1Cl
    3&-7	-23&-21
> CC(Oc1ccc(F)cc1)C(=O)N1CCN(c2ccc3nnc(C4CC4)n3n2)CC1 (stereo not given)
    -6	8
> CCOc1ccc(C)cc1S(=O)(=O)NCC1CCN(C(C)C)CC1
    -11	-17
> O=C(CCC1CCN(c2cc(NC3CC3)ncn2)CC1)NCc1ccc(Cl)cc1
    -1	0
> Cc1ccc(-n2c(SCC(=O)NC3CCCCC3)nc3c(c2=O)SCC3)cc1
    -2	-4
> Cc1ccc(C(=O)Nc2c3c(nn2-c2ccc([N+](=O)[O-])cc2)CS(=O)(=O)C3)cc1[N+](=O)[O-]
    0	31
> Cc1c(C)c(C(=O)NCc2ccccn2)n(Cc2ccc(F)cc2)c1C
    -10	10
> CCOc1ccccc1NC(=O)Nc1ccc2c(c1)CN(C(=O)c1ccco1)CC2
    -3	29
> Cc1ccc(Oc2nccnc2SCC(=O)Nc2cc(C)cc(C)c2)cc1
    -2	-8
> COc1ccc(C=C2Oc3cc(C)c(CN4CCOCC4)c(O)c3C2=O)cc1
    4	1
> CS(=O)(=O)c1nnnn1-c1ccccc1
    .	-6
> Cn1c(C(=O)NCCCN2CCCCC2)cc2c1CCN(Cc1ccccc1)C2
    7	93*
> CN(C)CC1CN(S(=O)(=O)c2ccccc2)CC12CCOCC2 (stereo not given)
    -5	-6
> CC(C)CCn1c(=O)c2c(ncn2C(C)C)n(-c2ccccc2Cl)c1=O
    1	12
> Cc1ccc(C2CC(=O)C3=C(C2)Nc2ccccc2NC3c2ccccc2C)cc1 (stereo not given)
    -2	27
> CCCCC(CC)CNC(=O)CCCCCN1C(=O)c2ccccc2C1=O (stereo not given)
    -1	3
> O=C(CCc1c[nH]c2ccccc12)N1CCCN(C2CCN(CC3CC3)C2=O)CC1 (stereo not given)
    -3	20
> COC(CNC(=O)c1cc(S(=O)(=O)N2CC(C)CC(C)C2)ccc1F)OC (stereo not given)
    -3	2
> CC(C)c1ccc(C(=O)N2CCCC2COc2ccc(C(=O)NC3CC3)cc2)cc1 (stereo not given)
    3	7
> CC(NC(=O)CCn1c(=O)[nH]c2ccsc2c1=O)C12CC3CC(CC(C3)C1)C2 (stereo not given)
    8	3
> Cc1ccc(NC(=O)c2cc3cc(Br)ccc3oc2=N)cc1
    2	11
> COc1ccc(N2CC(C(=O)Nc3ccc4cn[nH]c4c3)CC2=O)cc1 (stereo not given)
    1	17
> COc1ccc(C2CC(=O)n3nc(-c4ccccc4)nc3S2)cc1 (stereo not given)
    -6	-3
> Cn1c(=O)c2cc(C(=O)Nc3cccnc3)sc2n(C)c1=O
    -8	-7
> CC1CCc2onc(C(=O)N(CCCN3CCOCC3)Cc3ccco3)c2C1 (stereo not given)
    -1	4

Bioassay records as filed in PubChem.
